Assay outcomes deposited in PubChem BioAssay by several laboratories.
RBBP9 inh – blocks human serine hydrolase RBBP9. O75884. recombinant RBBP9, FP-Rh probe fluorescence polarization. inhibition, % at 7.94 µM. 0.2% of 220,000 active;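 active = inhibition above the campaign mean of all tested compounds plus 3 SD, cut at about 14% in these data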;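 note: plate controls were DMSO wells with RBBP9 for no effect and wells lacking RBBP9 protein for full effect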
Target sequence (O75884 whole entry, looked up): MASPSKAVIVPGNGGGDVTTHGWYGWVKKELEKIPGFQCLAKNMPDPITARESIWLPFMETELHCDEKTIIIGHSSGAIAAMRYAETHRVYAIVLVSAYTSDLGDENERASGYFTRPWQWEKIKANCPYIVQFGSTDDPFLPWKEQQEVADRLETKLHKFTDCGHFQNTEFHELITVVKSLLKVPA
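System: RBBP9 protein | Quantity: 2.5 µM RBBP9 dispensing solution, before mixing | Reagent: FP-Rh probe, 375 nM dispensing solution | Timing: Enzyme-compound preincubation 30 min, then probe labeling 45 min, 25 °C | Measured by: Fluorescence polarization | Read-out: % inhibition | Replication: One well per compound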
Wee1 degr inh – blocks degradation of human Wee1 kinase; P30291; 1.2% of 220,000 active; HeLa Luc-Wee1K328M stability, luciferase luminescence; 100% = proteasome inhibitor MG132 effect; reporter increase, % at 5 µM;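 active = activation above the mean of all tested compounds plus 3 SD, set per screening run, cut at about 8.8% in these data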;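 note: cells exposed to compound for 20 h before luminescence read; 0% = DMSO alone and 100% = MG132 at 30 µM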
zfTRPN1 agonist – agonists of zebrafish TRPN1 channel; HEK293 zebrafish TRPN1-YFP, Fluo-8 calcium fluorescence; 100% = response to 87 µM carbachol; activation, % at 3 µM; 0.18% of 220,000 active; AID 1424;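 active = activation above its plate's cutoff, the mean activation of test wells on that plate plus 3 SD, cut at about 19% in these data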;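 note: 0% = DMSO alone and 100% = 87 µM carbachol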
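Control set: carbachol 87 µM as high control, DMSO as low control; system: HEK293 stable line with zebrafish TRPN1-YFP; read-out: % activation versus carbachol response; detection: intracellular calcium fluorescence with Fluo-8; doses: single test compound dose, 3 µM nominal, 0.3% DMSO; schedule: dye 1 h 37 °C plus 30 min RT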
BaF3 tox – counter-screen for JAK2V617F inhibitors: parental Ba/F3 viability inhibitors | 1.1% of 220,000 active | CellTiter-Glo ATP luminescence | AID 1486 | inhibition, % at 5.6 µM;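 active = inhibition above a per-campaign cutoff, the mean inhibition of all tested compounds plus 3 SD, cut at about 27% in these data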;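 note: 0% = DMSO wells and 100% = JAK Inhibitor I control wells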
PPC-1+TRAIL kill – PPC-1 cancer cell killing with TRAIL present. PPC-1 cells + TRAIL, ATPLite viability luminescence. cell killing (% activity), % at 4 µM. 0.41% of 220,000 active. AID 1443;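 active = cell killing above 50% in the first pass at 4 µM, then a duplicate retest at 5 µM averaging 50% or more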;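 note: plate controls were cells with TRAIL plus DMSO for no effect and medium-only wells lacking cells for full effect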
CHOP inh – blocks CHOP induction under ER stress. CHO-K1 CHOP-promoter luciferase, tunicamycin-induced, 15-18 h. 3.8% of 220,000 active. inhibition, % at 10 µM. AID 2732;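 active = compounds that reduced the stress-induced luciferase reporter signal by more than about 70% of percent inhibition, limit read from the data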;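 note: 0% = tunicamycin plus vehicle and 100% = wells without tunicamycin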
Ba/F3 V617F tox – lowers viability of Ba/F3 cells expressing EpoR and JAK2V617F. ATP luminescence. inhibition, % at 5.6 µM. 1.1% of 220,000 active;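 active = inhibition above the campaign mean plus 3 SD over all tested compounds, cut at about 24% in these data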;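 note: cytokine-independent growth of Ba/F3 cells driven by EpoR plus mutant JAK2; 0% = DMSO-treated cells and 100% = JAK inhibitor I control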
TNF necrop inh – inhibitors of TNF-alpha induced necroptosis in Jurkat FADD-/- cells; Jurkat FADD-/- TNF necroptosis rescue, ATP luminescence, 24 h; 0 = TNF only, 100 = no-TNF cells; activation (protection from cell death), % at 10 µM; 0.068% of 220,000 active;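 active = activation, meaning protection from cell death, of at least 50% relative to plate controls; inactive = activation below 50%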;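 note: necroptosis triggered by 40 ng/mL TNF-alpha added together with compound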
TRPML3 agonist – agonists of human TRPML3 channel. 0.29% of 220,000 active. AID 1448. activation, % at 3 µM. HEK293 TRPML3-YFP, Fluo-8 calcium fluorescence; 100% = the carbachol control signal;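 active = activation above its plate's cutoff, the mean activation of the plate's test wells plus 3 SD, cut at about 12% in these data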;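 note: 0% = DMSO only wells and 100% = carbachol wells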
Target sequence (Q8TDD5 whole entry, looked up): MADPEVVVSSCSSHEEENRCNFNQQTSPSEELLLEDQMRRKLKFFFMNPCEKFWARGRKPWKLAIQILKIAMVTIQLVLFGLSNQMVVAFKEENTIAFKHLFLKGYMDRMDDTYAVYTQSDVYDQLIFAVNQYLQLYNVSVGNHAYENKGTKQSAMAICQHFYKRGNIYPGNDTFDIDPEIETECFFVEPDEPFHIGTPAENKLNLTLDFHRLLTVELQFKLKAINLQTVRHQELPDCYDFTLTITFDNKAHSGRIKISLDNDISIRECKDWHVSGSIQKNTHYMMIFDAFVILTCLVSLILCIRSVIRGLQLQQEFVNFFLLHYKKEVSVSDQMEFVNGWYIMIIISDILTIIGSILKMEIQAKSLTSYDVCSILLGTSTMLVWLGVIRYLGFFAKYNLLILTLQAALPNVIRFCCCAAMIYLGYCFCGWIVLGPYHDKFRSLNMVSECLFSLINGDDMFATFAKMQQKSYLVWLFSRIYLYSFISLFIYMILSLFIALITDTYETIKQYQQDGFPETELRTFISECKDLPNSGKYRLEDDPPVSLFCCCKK
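Test system – HEK293 line with stable expression of human TRPML3-YFP channel · Control set – carbachol 87 µM final as high control (100%), DMSO as low control (0%) · Signal – Fluo-8 calcium dye fluorescence, ex 470-495, em 515-575 nm · Incubation – 1-h 37 °C dye load, 5-s basal, 120-s post-compound reads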
The depositor's hits bear a star; . = not tested or not shown; [ ] = remark or other dose. This is a random part of the collection (roughly 6.8% active in at least one column).

SMILES	RBBP9 inh	Wee1 degr inh	zfTRPN1 agonist	BaF3 tox	PPC-1+TRAIL kill	CHOP inh	Ba/F3 V617F tox	TNF necrop inh	TRPML3 agonist
O=C(/C(C=Nc1cc2c(oc1=O)CCCC2=O)=C(\O)c1ccccc1)c1ccccc1	7	1	-1.5	-1	0	-2	-2	-0.6	0.5
CC(CN(C)Cc1ccccc1)OC(=O)c1cccc(F)c1 (configuration not stated)	-8	-2	-3.7	6	40	44	0	0.9	0.7
CC1=CC(C)C2C(=O)N(c3ccccc3)NC(=O)C2C1 (configuration not stated)	5	-2	-0.8	6	14	30	-2	2.0	-0.2
COCCN(CCOC)C(=S)Nc1ccccc1	2	1	-0.1	-1	22	8	-5	1.8	0.3
CCSc1nnc2n1C(C)(C)Cc1ccccc1-2	-6	3	-1.1	3	35	-10	-2	0.9	-0.2
Fc1ccccc1CSc1nnc(-c2cccnc2)o1	-7	-2	0.0	5	-2	5	2	5.9	-0.3
C=CCC(C=C)[N+]1(CC(=O)OC)CCCCC1 (configuration not stated)	2	-1	1.1	-4	26	2	-7	-0.4	0.4
COc1ccc(N=C(C)C2=C(O)c3ccccc3C2=O)cc1	-4	-1	2.0	3	63*	14	-1	0.3	0.6
Nc1nc(SCC(=O)O)[nH]c(=O)c1NC(=O)c1ccccc1F	-4	0	1.6	4	13	0	3	0.0	0.4
O=C(O)c1cccnc1NC1CCCC1	-5	0	0.4	1	25	-23	-3	-0.7	0.9
COC(=O)Nc1ccc(SCC(=O)c2ccccc2)cc1	-7	1	-0.8	9	5	24	3	0.0	0.0
CCOC(=O)NC(=O)/C(C#N)=N/Nc1ccc(F)cc1	-2	6	0.0	4	21	3	-1	-2.1	0.5
COc1ccc(-c2nnc(NC(=O)C(C)C)s2)c(OC)c1	-5	2	2.0	5	37	-51	-3	1.5	1.0
COc1ccc(/C=C/C(=O)OCC(=O)NCc2ccco2)c(OC)c1	1	1	-3.0	1	26	-2	-3	0.1	-0.6
c1cc2c(cc1C1=NNC(=NC3CC3)SC1)OCCO2	-4	-6	-0.4	12	89*[5 µM]	98*	9	-10	0.8
CCCCCC(=O)NC(=S)Nc1ccc(NC(=O)c2ccco2)cc1	-8	-1	-1.1	2	-8	16	6	-0.6	-0.3
Cc1ccccc1N(CC(=O)Nc1ccccc1C(=O)O)S(C)(=O)=O	-9	0	0.7	2	14	-5	1	-2.1	0.7
Nc1nc(-c2ccccc2)c(N=Nc2ccccc2Cl)s1	12	0	-3.5	5	29	97*	-1	-1.2	-1.2
O=C(NCc1ccco1)C(c1ccco1)N(CCc1ccccc1)C(=O)Cn1nnc2ccccc21 (configuration not stated)	-6	-2	-1.2	5	9	7	2	-1.6	-1.4
COc1ccc(-c2nc(C#N)c(N3CC(C)OC(C)C3)o2)cc1OC (configuration not stated)	-4	1	-1.2	0	4	23	-5	0.1	0.5
NC(=O)c1ccc(NC(=O)COC(=O)CCSc2ccccc2)cc1	-1	-2	2.2	1	14	23	-7	0.2	1.1
O=C(NCc1ccc2[nH]c3c(c2c1)CCCC3)c1ccc(S(=O)(=O)N2CCCCC2)cc1	-12	4	0.8	5	-12	70	3	-0.2	0.8
S=C(NC1CCCCC1)NC1CC2C=CC1C2 (configuration not stated)	0	9.2*	2.2	4	-9	18	1	-5.7	1.2
CC1(C)CN=C(N(C(=O)Nc2ccccc2)c2ccccc2F)S1	-3	1	1.0	1	7	-14	1	3.9	0.7
CCN(CC(=O)NCc1ccc(Cl)cc1)C(=O)c1ccc(S(=O)(=O)N(C)C)cc1	0	0	0.2	9	-8	25	3	0.9	1.1

Whole records, quoted from the list. Values in the order: RBBP9 inh	Wee1 degr inh	zfTRPN1 agonist	BaF3 tox	PPC-1+TRAIL kill	CHOP inh	Ba/F3 V617F tox	TNF necrop inh	TRPML3 agonist
CCN(CC(=O)NCc1ccc(Cl)cc1)C(=O)c1ccc(S(=O)(=O)N(C)C)cc1 is listed as 0	0	0.2	9	-8	25	3	0.9	1.1
C=CCC(C=C)[N+]1(CC(=O)OC)CCCCC1 (configuration not stated) is listed as 2	-1	1.1	-4	26	2	-7	-0.4	0.4
COC(=O)Nc1ccc(SCC(=O)c2ccccc2)cc1 is listed as -7	1	-0.8	9	5	24	3	0.0	0.0

(continued)
SMILES	RBBP9 inh	Wee1 degr inh	zfTRPN1 agonist	BaF3 tox	PPC-1+TRAIL kill	CHOP inh	Ba/F3 V617F tox	TNF necrop inh	TRPML3 agonist
COc1cccc(-c2ccc(-c3noc(-c4ccccc4F)n3)c(OC)n2)c1	7	0	0.5	3	16	7	-1	0.5	0.2
CCOc1ccc(CCNC(=O)CCc2nc3ccccc3[nH]2)cc1OCC	1	-1	-1.4	1	3	4	-2	0.7	-0.4
CC(CN1CCOCC1)OC(=O)CCc1ccccc1 (configuration not stated)	5	-1	1.1	0	-15	-1	-3	0.4	1.2
C/C(=N/OC(=O)c1cccc(Cl)c1)c1nccs1	11	1	-0.8	-1	14	-16	-1	-2.0	-0.8
Cc1cc(Cl)ccc1Oc1ncc(CN2CCN(c3ccccc3)CC2)s1	-3	0	-0.4	6	23	23	3	-0.3	0.7
COc1ccc(-n2cnnc2SCC(=O)c2cc(C)n(Cc3cccs3)c2C)cc1	-6	0	-1.8	7	3[5 µM]	26	2	-4.4	0.7
CC(NCc1cccn1C)c1ccccc1 (configuration not stated)	-6	-1	-1.3	-1	9	10	-6	0.0	0.3
CC(C)(C)c1nc2ccccc2c2nnc(SCC(=O)Nc3nc4ccccc4s3)n12	-9	-2	1.5	4	9	19	1	-2.6	0.7
CCN(CC)c1ccc(-n2cc3c(=O)n(C)c(=O)n(C)c3c2)cc1	1	-1	-0.2	1	-9	42	-2	4.1	-1.9
O=C(CSc1ccc(-c2ccccn2)nn1)NCc1ccc(Cl)cc1	-6	3	1.4	3	14	12	3	1.9	0.1
CCC1CCC2(CC1)NC(=O)N(CC(=O)c1c(C)[nH]c3ccccc13)C2=O (configuration not stated)	-8	1	1.7	6	-20	26	1	3.1	0.9
CC(=O)/C(=C/N(C)C)C(=O)Nc1ccc(Cl)cc1Cl	-6	-2	-0.3	4	22	12	1	-1.2	0.8
O=C1C(=O)N(Cc2ccco2)C(c2cccc(Cl)c2)/C1=C(\O)c1ccc2c(c1)OCCO2 (configuration not stated)	1	1	1.6	5	18	5	2	-0.7	0.0
CC(=O)Nc1c(OC(C)=O)ccc2c(C)cc(=O)oc12	-2	-1	-1.2	-2	29	.	-4	-0.3	0.5
CCOc1ccccc1-n1c(=S)sc2c(=O)n(-c3ccccc3)c(=S)[nH]c21	-9	-2	0.0	14	10	6	7	-0.6	0.5
CCS(=O)(=O)N1N=C(c2cccs2)CC1c1cc2cc(C)ccc2nc1Cl (configuration not stated)	-3	4	1.4	3	1	-23	-1	2.2	0.4
CC1(C)N=C(N)N=C(N)N1c1cccc(CN)c1	-8	0	3.4	58*	-10	-5	61*	1.1	1.2
CN1/C(=C\C(=O)COC(=O)C2COc3ccccc3O2)C(C)(C)c2ccccc21 (configuration not stated)	-9	-1	1.0	8	3	48	0	-1.1	0.7
O=C(CCCCn1c(=O)[nH]c2ccsc2c1=O)NCc1ccc2c(c1)OCO2	-2	0	1.8	-6	-15	-3	-5	-1.5	0.6
COc1ccc(CC(=O)Nc2ccccc2Oc2ccccc2)cc1	-10	2	-0.8	-2	2	29	-4	0.4	-0.5
Cc1ccc(SCCC(=O)Nc2ccccc2C(=O)N2CCOCC2)cc1	-4	1	-0.3	3	3	12	-2	1.0	0.2
CCOc1ccc(C2N(c3ccc(F)cc3)C(=O)C3CCCN32)cc1OC (configuration not stated)	-8	-2	0.3	4	8	16	-5	-0.1	1.2
Cc1nc2ccccc2n1C1CC(=O)N(Cc2ccccc2)C1=O (configuration not stated)	-9	0	4.4	3	4	35	-4	-2.9	1.6
N#CC(C(=O)O)=C1CCCC1	-1	0	1.2	5	0	52	1	0.4	0.0
Oc1c(C=C2N=c3ccccc3=N2)sc(=S)n1-c1ccccc1	4	0	0.9	1	22	1	-3	1.2	-0.1
Later entries.
SMILES	RBBP9 inh	Wee1 degr inh	zfTRPN1 agonist	BaF3 tox	PPC-1+TRAIL kill	CHOP inh	Ba/F3 V617F tox	TNF necrop inh	TRPML3 agonist
Cn1c(COc2ccc(Br)cc2)nnc1SC1CCc2ccccc2C1=O (configuration not stated)	-10	-3	1.1	3	3	19	-2	3.6	-0.2
Cc1onc(-c2ccccc2Cl)c1C(=O)N1CCN=C1SCc1cccnc1	4	1	1.2	6	-11	-11	-2	-0.1	0.5
CCOC(=O)Cc1csc2nc(-c3ccccc3)nn12	-11	-2	-1.0	-5	14	-3	-2	1.1	-0.7
Cc1cccc(OCC(=O)N/N=C/c2ccc3c(c2)OCO3)c1	-5	-1	0.1	2	-6	14	-4	-0.4	0.5
Cc1ccsc1/C=N/N1CCN(C2c3ccccc3-c3ccccc32)CC1	-8	1	1.5	12	-12	22	4	-4.0	-0.4
C/C=C/c1ccc(OCCCN2C(=O)NC(C)(C)C2=O)c(OC)c1	-4	-4	-0.6	3	1	56	-3	1.7	-0.4
COc1ccc(-c2nnn(CC(=O)N(C3CCCCC3)C(C)C(=O)NC3CCCC3)n2)cc1OC (configuration not stated)	-6	-3	0.6	5	-9	-4	2	-0.2	-0.4
COc1cccc(-c2nc(CS(=O)(=O)CC(=O)N3CCN(C)CC3)c(C)o2)c1	-7	0	0.7	2	.	6	2	0.1	0.5
CCOC(=O)N1CCC(NC(=O)CCc2cn(C)c3ccccc23)CC1	4	1	0.2	8	-8	25	-3	0.3	0.3
CC(C)(C)OC(=O)NCCCC[C@@H](C(=O)N1CCN(C(=O)OC(C)(C)C)CC1)n1cc(C(CO)NC(=O)OC(C)(C)C)nn1 (some centres not stated)	-10	2	1.4	-4	-22	-20	1	-0.1	0.5
CC(=O)Nc1ccc(OCc2ccc(S(=O)(=O)Cc3ccccc3)cc2)cc1	-4	1	3.9	2	20	8	1	2.0	0.9
CCC(=O)Nc1ccc(S(=O)(=O)NCc2ccco2)cc1	-1	-1	0.3	4	-11	-15	-5	-0.6	0.9
CC(C)(C)S(=O)c1cccs1 (configuration not stated)	11	-1	-0.4	3	21	-6	-3	0.9	0.5
CCCSc1ccc2nc(-c3ccccc3)cn2c1	0	-3	-1.3	8	85*	86*	8	-0.2	-0.2
CCCCCCC(=O)N(O)C1CC(=O)N(c2ccc(F)cc2)C1=O (configuration not stated)	-12	1	1.0	0	14	2	1	-6.3	0.8
